# PTHR1 ag = qHTS for PTHR1 Agonists: Primary Screen. Parathyroid hormone/parathyroid hormone-related peptide receptor (Homo sapiens), Q03431. HEK293 GP2 PTHR1 cells, GloSensor cAMP luminescence, 1 h. Potency, µM (top dose mostly 115 µM), inactives show at the highest dose activation, usual class: activators. actives 0.075% (n = 410,000); note: potency is the fitted concentration of half-maximal effect; nearly all actives have a fitted effect of over 55% in size; some results filed as inactive show a strong effect at the top dose; inactives centre near -15; many of its hits are not listed in these tables
#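 HEK-293-derived GP2 cells expressing PTHR1 and a GloSensor cAMP reporter, 3,000/well, plated overnight, given luciferin plus IBMX (each 0.5 mM as added) for 1 h at 37 °C, then compound for 1 h at 37 °C. Luminescence was read after 15 min at room temperature.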
# aSyn rescue = qHTS of alpha-syn Inhibitors. Yeast expressing alpha-synuclein, growth rescue, BacTiter-Glo, 24 h. Potency, µM (top dose mostly 46.1 µM), without a hit: at the top dose growth rescue (activation), most hits filed as activators. actives 0.14% (n = 370,000); note: potency is the fitted concentration of half-maximal effect; % of control where 0% means no effect; nearly all actives have a fitted effect of over 65% in size
#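 Galactose-induced alpha-syn yeast (OD600=0.02, raffinose-pregrown) + pinned cpd, 24 hr, 30 deg C; growth by BacTiter-Glo luminescence. Growth restoration scores as activation.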
# TDP-43 yeast inh = qHTS of TDP-43 Inhibitors. TDP-43 expressing yeast growth rescue, BacTiter-Glo, 24 h. Potency, µM (series often up to 46.1 µM), for inactives: at the highest dose growth rescue (activation), actives largely listed as activators. actives 1.8% (n = 410,000). AID 652104, 2013; note: potency is the fitted concentration of half-maximal effect; % of control where 0% means no effect; nearly all actives have a fitted effect of over 50% in size
#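 Growth rescue of TDP-43-toxic yeast measured as ATP luminescence (BacTiter-Glo). Cells grown to mid-log in raffinose, induced in galactose at OD600=0.02, exposed to compound 24 hr at 30 deg C.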
# Abeta rescue = qHTS for compounds that reverse cellular toxicity of Amyloid beta (A-beta) peptide in yeast: Primary Screen | AID 1347071, 2019 | actives 0.063% (n = 410,000) | yeast expressing A-beta42, growth rescue, OD600, 48 h; response scale: 0% DMSO, 100% iron-clioquinol control | Potency, µM (top dose mostly 46.1 µM), for inactives: at the highest dose growth rescue, most hits filed as activators; note: potency is the fitted concentration of half-maximal effect; nearly all actives have a fitted effect of over 55% in size
#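 Yeast growth medium received pinned compounds, then yeast cells expressing toxic A-beta were added; plates incubated at 30 C for 48 hr. Growth read as absorbance at 600 nm, normalized to DMSO and equimolar FeCl3 plus clioquinol controls.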
# GLP-1R inv ag = qHTS of GLP-1 Receptor Inverse Agonists (Inhibition Mode); actives 1.6% (n = 410,000); Potency, µM (series often up to 38.3 µM), for the others: at the top dose activity change, negative = inhibition, most hits filed as inhibitors; AID 624417, 2012; HEK293 GLP-1R CRE-luciferase, luminescence, 24 h; GLP-1R form is constitutively active; note: potency is the fitted concentration of half-maximal effect; % is set by controls: 0 for no effect and ±100 for the full control effect; nearly all actives have a fitted effect of over 55% in size
# Target sequence (P43220 whole entry, looked up): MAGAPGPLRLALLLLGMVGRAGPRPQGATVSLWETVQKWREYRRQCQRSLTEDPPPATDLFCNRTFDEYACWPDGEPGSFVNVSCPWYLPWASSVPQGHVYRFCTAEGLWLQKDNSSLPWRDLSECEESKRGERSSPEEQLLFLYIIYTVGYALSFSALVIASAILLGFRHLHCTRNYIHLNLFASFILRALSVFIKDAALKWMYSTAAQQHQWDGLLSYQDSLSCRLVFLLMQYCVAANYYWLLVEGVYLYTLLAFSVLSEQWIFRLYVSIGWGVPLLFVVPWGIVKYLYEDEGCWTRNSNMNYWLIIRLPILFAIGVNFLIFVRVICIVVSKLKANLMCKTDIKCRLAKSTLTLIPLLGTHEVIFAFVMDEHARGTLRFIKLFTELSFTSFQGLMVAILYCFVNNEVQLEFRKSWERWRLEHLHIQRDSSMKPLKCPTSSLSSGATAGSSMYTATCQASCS
#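 Inverse agonists were sought by their lowering of basal cAMP reporter luciferase output in HEK293 cells stably carrying constitutively active human GLP-1R, after 24 h compound treatment.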
# D3 antag = qHTS of D3 Dopamine Receptor Antagonist: qHTS | D(3) dopamine receptor (Homo sapiens), P35462 | D3R cells, DiscoveRx beta-arrestin luminescence, antagonist mode; stronger effect = lower value | max response, negative = inhibition, % | actives 2.5% (n = 360,000) | AID 652054, 2013; in the data active = max response below about -50%; inconclusive = no clear call, values can overlap the other calls; note: % is set by controls: 0 for no effect and ±100 for the full control effect; mostly tested at two doses, the higher about 12 µM
# Target sequence (P35462 whole entry, looked up): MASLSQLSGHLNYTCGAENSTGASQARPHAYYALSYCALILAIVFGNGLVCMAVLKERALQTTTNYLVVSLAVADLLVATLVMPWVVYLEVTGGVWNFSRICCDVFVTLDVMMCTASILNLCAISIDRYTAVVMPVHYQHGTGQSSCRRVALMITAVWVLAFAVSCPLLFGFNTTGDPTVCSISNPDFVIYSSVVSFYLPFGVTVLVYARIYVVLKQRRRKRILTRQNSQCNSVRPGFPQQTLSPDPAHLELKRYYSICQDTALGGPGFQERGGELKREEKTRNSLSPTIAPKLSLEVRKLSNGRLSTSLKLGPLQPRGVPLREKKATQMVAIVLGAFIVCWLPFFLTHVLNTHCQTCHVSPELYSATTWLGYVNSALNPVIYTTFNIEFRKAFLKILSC
#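 Cells expressing the human receptor were seeded at 1500 cells/well, incubated overnight at 37 degrees C in 5% CO2, then exposed to library compounds with dopamine controls for 90 minutes at 37 degrees C before luminescent detection.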
# pAkt inh = HTS Assay for Inhibitors of Akt Phophorylation: Primary Screen | activity change, % for hits at 50 µM | Neuro2A IGF-stimulated pAkt S473 HTRF, 20 min; stronger effect = lower value | actives 0.32% (n = 360,000); in the data active = activity change below about -80%; inconclusive = mostly about -51% to -80%; note: % is set by controls: 0 for no effect and ±100 for the full control effect
#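 Neuro2A cells in DMEM with 0.5% FBS, overnight at 37 deg C, given compound at single 50 µM final, then IGF (6 nM final) for 20 min at 37 deg C. Lysed; phospho-Akt Ser473 by HTRF after 24 h, 665/615 ratio.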
# GLP1R ag = qHTS of GLP-1 Receptor Agonists; Potency, µM (doses to about 45.6 µM), for inactives: at the top dose activation, actives largely listed as activators; Glucagon-like peptide 1 receptor (Homo sapiens), P43220; HEK293 GLP-1R CRE-luciferase, luminescence, 4-6 h; cells express a hypersensitive GLP-1R form; actives 0.007% (n = 380,000); note: potency is the fitted concentration of half-maximal effect; % of control where 0% means no effect
# FUS suppressor = qHTS for Suppressors of FUS Proteinopathy: Primary screen using FUS-linked yeast assay; S. cerevisiae FUS-expressing, growth rescue, OD600, 24 h; Potency, µM (highest dose often 76.6 µM), for the others: at the highest dose growth rescue (activation), usual class: activators; actives 0.24% (n = 390,000);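 note: potency is the fitted concentration of half-maximal effect; plate controls were DMSO vehicle for no effect and reference control for full effect; nearly all actives have a fitted effect of over 55% in size; some results filed as inactive show a strong effect at the top dose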
#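 S. cerevisiae expressing FUS from galactose induction served as the toxicity model. Growth after 24hr at 30C, read as absorbance at 600 nm, indicates suppression of toxicity; compounds dosed at several concentrations.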
# * marks the source's active call; other numbers are inactive results; i = inactive; ? = inconclusive; nt = not tested or not shown; & = joins results of further samples; [ ] = another dose, or the depositor's remark. Unless noted, calls come from the whole dose curve; as a rule, active = well fitted curve in the direction sought with a large enough effect; inconclusive = small, poorly fitted or top-dose-only effect, or another doubt; inactive = no such curve, though single readings can be large; an effect the other way counts as inactive or inconclusive. Not all compounds are listed, so the mix of outcomes need not match the whole.
SMILES,PTHR1 ag,aSyn rescue,TDP-43 yeast inh,Abeta rescue,GLP-1R inv ag,D3 antag,pAkt inh,GLP1R ag,FUS suppressor
O=C(COC(=O)Cc1n[nH]c(=O)c2ccccc12)Nc1cccc(C(F)(F)F)c1,i,-1%,-10%,6%,-30%,-9,i,-4%,6%
CCc1cc(=O)oc2cc(OCC(=O)N3CCCc4ccccc43)ccc12,-6%,0%,-5%,-4%,-1%,?,i,-5%,0%
NS(=O)(=O)c1ccc(NC(=O)/C=C/c2ccccc2[N+](=O)[O-])cc1,-3%,-4%,10%,-1%,8%,-3,i,8%,5%
COc1cc(/C=C/C(=O)OCC(=O)N2CCN(S(=O)(=O)c3ccc(C)cc3C)CC2)ccc1O,-47%[inhibitor],4%,21%,10%,0%,11,i,-9%,nt
COc1ccc(N2CCN(CC(=O)N3c4ccccc4CC3C)CC2)cc1 (configuration not stated),-13%,-1%,-5%,2%,?,-12,i,5%,4%
CC(=O)C[C@@H](O)CC(=O)[C@@H]1OC(=O)[C@@H](C)CCCCc2ccccc21,-6%,5%,0%,5%,2%,0,i,-1%,-7%
CCOC(=O)N1CCN(C2CCCN(C(=O)c3cccc(Cl)c3)C2)CC1 (configuration not stated),i,-2%,-18%,10%,1%,-29,i,-4%,19%
Cc1cc(C(=O)CN2C(=O)NC3(CCCCC3)C2=O)c(C)n1Cc1ccc2c(c1)OCO2,-23%,4%,0%,11%,0%,-12,i,-7%,23%
Cc1ccc(S(=O)(=O)CCSc2nc(C)cc(C(F)(F)F)c2C#N)cc1,0%[57.5 µM],14%,0%,3%,?,-2,i,-10%,0%
CC[C@@H](C)[C@@H](C(=O)N1CCNCC1)n1cc(CCC(=O)O)nn1,i,-1%,-1%,-6%,5%,47,i,0%,-26%
CCS(=O)(=O)c1ccc(O)c(N2C(=O)C3C4C=CC(C4)C3C2=O)c1 (configuration not stated),0%[57.5 µM],-1%,2%,14%,11%,6,i,16%,-4%
Cc1ccc2nc(N3CCN(c4cccc(C)c4C)CC3)c3nncn3c2c1,2%,nt,20%,-1%,11%,nt,nt,nt,0%
CSCC(=O)N1CCCC(C(=O)c2cc(F)ccc2F)C1 (configuration not stated),i,-1%,-1%,-7%,-11%,-18,i,12%,6%
c1ccc(CCOn2ccnc2)cc1,?,4%,-8%,9%,11%,-21,i,9%,-9%
CCCCn1c(NC(C)CC)nc2c1c(=O)[nH]c(=O)n2C (configuration not stated),-9%[57.5 µM],0%,-7%,0%,69%[activator],-2,i,26%,-7%
Cc1cccc(C(=O)N2CCN(S(=O)(=O)c3ccc4c(c3)OCCCO4)CC2)c1[N+](=O)[O-],i,2%,0%,-6%,-2%,1,i,-18%,nt
O=C(O)COc1ccc(Br)cc1/C=N\Nc1ccccn1,i,-4%,-13%,-1%,-2%,0,i,4%,0%
O=c1c(Br)c(N2CCCCC2)cnn1-c1ccccc1,-5%,2%,3%,-8%,-20%,?,i,6%,9%
O=C(N/N=C/c1ccco1)C1COc2ccccc2O1 (configuration not stated),-22%,10%,11%,19%,1%,5,i,-2%,nt
C=CCOc1c(CNc2ccc(S(N)(=O)=O)cc2)cccc1OC,-27%[57.5 µM],7%,-4%,0%,31%,6,i,4%,-2%
O=C(OCC1CC(c2ccccc2)=NO1)c1ccc(Br)cc1 (configuration not stated),i,-2%,4%,-1%,9%,4,i,1%,23%
CCC(=O)Nc1nc(C)c(-c2csc(Nc3ccccn3)n2)s1,i,-2%,5%,9%,?,-1,i,20%,0%
Cc1ccccc1N1CC(O)(c2ccccc2)[N+]2=C1SCC2 (configuration not stated),i,0%,15%,3%,-22%,-16,i,-6%,-7%
COc1ccc(-c2nc3cc(C)ccn3c2NC(=O)c2c(F)cccc2Cl)cc1,i,-10%,3%,-2%,0%,23,i,-2%,-19%

# Compound profiles, from the list above. Screens in order: PTHR1 ag	aSyn rescue	TDP-43 yeast inh	Abeta rescue	GLP-1R inv ag	D3 antag	pAkt inh	GLP1R ag	FUS suppressor
# `Cc1cc(C(=O)CN2C(=O)NC3(CCCCC3)C2=O)c(C)n1Cc1ccc2c(c1)OCO2` reads -23%	4%	0%	11%	0%	-12	i	-7%	23%
# `CCc1cc(=O)oc2cc(OCC(=O)N3CCCc4ccccc43)ccc12` reads -6%	0%	-5%	-4%	-1%	?	i	-5%	0%
# `Cc1cccc(C(=O)N2CCN(S(=O)(=O)c3ccc4c(c3)OCCCO4)CC2)c1[N+](=O)[O-]` reads i	2%	0%	-6%	-2%	1	i	-18%	nt
# `CSCC(=O)N1CCCC(C(=O)c2cc(F)ccc2F)C1` (configuration not stated) reads i	-1%	-1%	-7%	-11%	-18	i	12%	6%
# `Cc1ccc2nc(N3CCN(c4cccc(C)c4C)CC3)c3nncn3c2c1` reads 2%	nt	20%	-1%	11%	nt	nt	nt	0%

# (continued)
SMILES,PTHR1 ag,aSyn rescue,TDP-43 yeast inh,Abeta rescue,GLP-1R inv ag,D3 antag,pAkt inh,GLP1R ag,FUS suppressor
Brc1ccccc1C1Nc2cccc3cccc(c23)N1,-15%,1%,?,34%,107%[activator],-14,i,16%,10%
CC(C)n1c(-c2ccco2)csc1=Nc1cccnc1,-10%,3%,5%,-9%,?,15,i,7%,8%
NC(=O)Cn1nnc(-c2ccc(C(F)(F)F)cc2)n1,-2%[57.5 µM],5%,16%,0%,4%,-6,i,-13%,8%
O=C(O)c1ccccc1NC(=O)C1CCN(S(=O)(=O)c2ccc3c(c2)OCCO3)CC1,-3%,0%,-19%,-7%,17%,-3,i,-7%,-11%
Cc1nn(Cc2ccccc2)c(C)c1NS(=O)(=O)c1ccccc1,-15%,4%,26%,10%,-15%,-4,i,5%,nt
CCn1ncc(/C=C/C(=O)NCc2cn(C)nc2C)c1C,-39%[inhibitor],-1%,0%,6%,-2%,6,i,-5%,-5%
CN(c1ccccc1)S(=O)(=O)c1ccc(C(=O)Nc2ncccc2O)cc1,i,4%,25%,2%,-10%,-1,i,-25%,0%
O=C(c1ccncc1)N1CCCC(N2CCN(c3cccc(C(F)(F)F)c3)CC2)C1 (configuration not stated),i,?,4%,6%,-15%,20,i,-1%,-1%
COc1ccccc1NC(=S)N(CCN1CCCCCC1)Cc1cccs1,-17%,13%,-7%,-3%,?,-58*,i,8%,9%
Cc1cccc(NS(=O)(=O)c2ccc3c(c2)CCN3C(=O)C2CCC2)c1,-49%[inhibitor],nt,?,4%,?,nt,nt,8%,9%
COc1ccc(C(=O)N2CCC(C(=O)NC3CC3)CC2)cc1,i,-6%,11%,-3%,5%,0,i,1%,-12%
COc1ccccc1CCNC(=O)c1c(N)[nH]c(C(=O)c2ccccc2)c1-c1ccc(Br)cc1,-17%,-2%,11%,-2%,12%,-17,i,-2%,-7%

# 3 compounds drawn at random from the list so far, as already listed:
SMILES,PTHR1 ag,aSyn rescue,TDP-43 yeast inh,Abeta rescue,GLP-1R inv ag,D3 antag,pAkt inh,GLP1R ag,FUS suppressor
CC(C)n1c(-c2ccco2)csc1=Nc1cccnc1,-10%,3%,5%,-9%,?,15,i,7%,8%
NC(=O)Cn1nnc(-c2ccc(C(F)(F)F)cc2)n1,-2%[57.5 µM],5%,16%,0%,4%,-6,i,-13%,8%
COc1ccccc1NC(=S)N(CCN1CCCCCC1)Cc1cccs1,-17%,13%,-7%,-3%,?,-58*,i,8%,9%

# (continued)
SMILES,PTHR1 ag,aSyn rescue,TDP-43 yeast inh,Abeta rescue,GLP-1R inv ag,D3 antag,pAkt inh,GLP1R ag,FUS suppressor
Cc1noc(NS(=O)(=O)c2ccc(N/C=C\C(=O)c3cccc4ccccc34)cc2)c1C,-21%,-43%[inhibitor],?,-64%[inhibitor],4%,-3,i,1%,12%
CCC(C)Sc1nc2c([nH]c3ccccc32)c(=O)n1C (configuration not stated),-2%&-17%,-6%,12%&4%,-7%&1%,8%&12%,4,i,7%,-4%&11%
O=C1C(Cl)=C(Oc2ccccc2)C(=O)c2ccccc21,-25%,-83%[inhibitor],-94%[inhibitor],-94%[inhibitor],?,-91*,i,1%,-1%
CCOC(=O)C(C(=O)Nc1ccccn1)C1CCCCC1 (configuration not stated),i,10%,14%,27%,-1%,0,i,1%,2%
O=C(Nc1nnc(-c2ccccn2)o1)c1ccc(Br)cc1,i,?,?,22%,27%,4,i,-23%,2%

# Another view of part of the listing above.
canonical_smiles	PTHR1 ag	aSyn rescue	TDP-43 yeast inh	Abeta rescue	GLP-1R inv ag	D3 antag	pAkt inh	GLP1R ag	FUS suppressor
CCC(C)Sc1nc2c([nH]c3ccccc32)c(=O)n1C (configuration not stated)	-2%&-17%	-6%	12%&4%	-7%&1%	8%&12%	4	i	7%	-4%&11%
O=C(Nc1nnc(-c2ccccn2)o1)c1ccc(Br)cc1	i	?	?	22%	27%	4	i	-23%	2%
CCOC(=O)C(C(=O)Nc1ccccn1)C1CCCCC1 (configuration not stated)	i	10%	14%	27%	-1%	0	i	1%	2%
